# Screening results from PubChem BioAssay.
# CHRM5 antagonist – blocks acetylcholine activation of human M5 receptor; hit rate 0.59% among 360,000; inhibition, % at 3 µM; CHO-hM5 cells, Fluo-8 calcium fluorescence, ACh EC80; AID 624040; P08912;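 active = inhibition above a per-plate cutoff, the mean of that plate's test compounds plus 3 SD, cut at about 27% in these data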;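 note: 0% = acetylcholine EC80 with DMSO and 100% = DMSO without agonist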
# CHRM4 antagonist – blocks acetylcholine activation of human M4 receptor | CHO-hM4 cells, ACh EC80, Fluo-8 calcium fluorescence | P08173 | hit rate 0.73% among 360,000 | AID 624125 | inhibition, % at 3 µM;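 active = inhibition above its plate's cutoff, the mean inhibition of sample wells plus 3 SD, cut at about 27% in these data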;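 note: 0% = acetylcholine EC80 with DMSO and 100% = DMSO without agonist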
# Target sequence (P08173 whole entry, looked up): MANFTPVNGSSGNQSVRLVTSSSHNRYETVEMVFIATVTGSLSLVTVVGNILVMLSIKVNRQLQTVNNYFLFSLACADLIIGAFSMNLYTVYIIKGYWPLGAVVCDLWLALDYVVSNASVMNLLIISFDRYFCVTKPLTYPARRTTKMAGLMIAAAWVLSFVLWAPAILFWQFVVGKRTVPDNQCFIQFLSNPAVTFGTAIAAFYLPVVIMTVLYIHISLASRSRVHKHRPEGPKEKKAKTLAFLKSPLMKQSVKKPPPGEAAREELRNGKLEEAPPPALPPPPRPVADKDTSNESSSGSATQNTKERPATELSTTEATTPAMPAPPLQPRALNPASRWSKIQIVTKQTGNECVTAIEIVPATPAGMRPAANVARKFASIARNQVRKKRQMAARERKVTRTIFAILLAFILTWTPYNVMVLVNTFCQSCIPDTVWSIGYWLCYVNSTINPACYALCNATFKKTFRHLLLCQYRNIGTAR
# M4 ag – CHRM4 agonism in calcium assay. AID 624127. hit rate 0.14% among 360,000. CHO-K1 hM4/Gqi5, Fluo-8 calcium fluorescence; vehicle 0%, full acetylcholine response 100%. activation, % at 3 µM;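 active = activation above the run mean over all test wells plus 3 SD, cut at about 32% in these data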;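 note: peak over basal fluorescence ratio per well then scaled between controls; 0% = DMSO wells and 100% = acetylcholine at EC100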
# CRFR2-BP antag – CRF-BP/CRF-R2 complex antagonism; inhibition, % at 11.8 µM; HEK293 CRF-R2/CRF-BP, CRF-induced calcium fluorescence; AID 588475; hit rate 0.59% among 350,000;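 active = inhibition of the ligand-induced calcium signal above about 50% at the single tested concentration, limit read from the data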
# CRFBP-R2 agonist – agonists of human CRF-binding protein/CRF-R2 receptor complex | HEK293 CRF-R2/CRF-BP, calcium dye fluorescence (FLIPR); percent of saturating CRF peptide response | activation, % at 13.2 µM | hit rate 0.46% among 350,000 | AID 588473;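 active = activation of at least 50%, plus an integration ratio under a set limit after plate pattern correction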;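 note: plate controls were neutral control wells without compound for no effect and CRF at EC100 for full effect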
# IDE inh – inhibits human insulin-degrading enzyme in HEK cells. hit rate 0.41% among 320,000. FAbetaB cleavage, fluorescence polarization. P14735. inhibition, % at 5.59 µM. AID 434962;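 active = percent inhibition above the average of all tested compounds plus 3 SD, set per screening campaign, cut at about 16% in these data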;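 note: IDE supplied by intact live HEK cells; FP after avidin binding of uncleaved biotin substrate so inhibition keeps polarization high; 0% = DMSO wells and 100% = 60 µM reference IDE inhibitor Ii1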
# CHRM4 PAM – CHRM4 positive allosteric modulation; hit rate 0.4% among 360,000; CHO-K1 hM4/Gqi5, Fluo-8 calcium fluorescence, ACh EC20; 0% = ACh EC20, 100% = maximal ACh; AID 624126; activation, % at 3 µM;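 active = activation above its plate's cutoff, the mean activation of sample wells plus 3 SD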; note: some results filed as inactive read as strong as hits
# M5 ag – agonists of human muscarinic M5 receptor (CHRM5); P08912; CHO-K1 hM5 cells, Fluo-8 calcium fluorescence; 0% DMSO wells, 100% maximal acetylcholine response; activation, % at 3 µM; hit rate 0.19% among 360,000;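 active = activation above the run's mean over test compounds plus 3 SD, cut at about 23% in these data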;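 note: signal is peak over basal fluorescence ratio across the kinetic read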
# M5 PAM – potentiates acetylcholine response at human M5 receptor. P08912. CHO-K1 hM5, Fluo-8 calcium, ACh EC20 PAM; 0% = ACh EC20, 100% = ACh EC100. activation, % at 3 µM. hit rate 0.3% among 360,000. AID 624038;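 active = activation above the run cutoff, the mean activation of all test compounds plus 3 SD, cut at about 18% in these data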
#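 System: CHO-K1 hM5 cells. Reagent: acetylcholine, EC20 level. Compound dosing: single dose, 3 µM nominal final test concentration. Timing: Post-acetylcholine fluorescence recording 140 s. Detection: Fluo-8 calcium fluorescence. Read-out: % activation, ACh-normalized. Benchmarks: ACh EC20 and EC100 wells. Repeats: singlicate, one well per test compound.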
# * = called active by the depositor; · = not tested or not shown.
SMILES,CHRM5 antagonist,CHRM4 antagonist,M4 ag,CRFR2-BP antag,CRFBP-R2 agonist,IDE inh,CHRM4 PAM,M5 ag,M5 PAM
CC1=NN(C(N)=S)C(=O)C1N=Nc1cccc(C(=O)O)c1 (configuration not stated),-8,-13,0,-1,0.7,·,-1,2,3
O=C(NN(c1ccccc1)c1ccccc1)c1ccccc1F,10,10,1,12,-1.1,0,-3,-3,-1
Cc1ccc(SC(C)c2nc(-c3cccnc3)no2)cc1 (configuration not stated),0,9,-1,15,-3.4,-1,4,-1,-1
Cc1ccc(CNCC(O)c2ccccc2)s1 (configuration not stated),-2,-15,10,-2,-0.8,-1,10,-1,-3
Cc1c(CN2CCC(n3nccc3NC(=O)C3CC3)CC2)[nH]c2ccccc12,5,1,2,-6,-0.8,3,2,-4,-4
CC1(C)CC(=O)c2sc(NS(=O)(=O)c3ccc(F)cc3)nc2C1,3,1,1,-9,1.3,2,8,0,6
CN(C)c1ccc(/C=N/n2cnn(Cc3ccccc3Cl)c2=S)cc1,-1,-10,2,14,-0.5,0,20,-1,6
CC(=O)N1CCN(CC(=O)Nc2ccc(C)c(F)c2)CC1,2,1,2,-1,-1.7,1,3,-6,4
CCOC(=O)c1sc(NC(=O)CSc2n[nH]c(-c3ccc(Cl)cc3Cl)n2)c(C#N)c1C,6,-8,0,6,18,-1,4,-1,18
COC(=O)[C@H](Cc1ccccc1)NC(=O)NCCc1ccc(OC)cc1,6,-4,11,1,1.4,2,-2,-1,-10
CSc1nnc(C)c(=O)n1COC(=O)/C=C/c1ccccc1,-4,1,6,18,-0.7,4,1,7,1
CCOC(=O)c1nn(-c2ccc(C)cc2)c(=O)cc1OCC(=O)Nc1cccc(OC)c1,-8,0,0,11,0.4,0,0,-4,1
Cc1ccc(C(=O)OCc2cc3ccccc3[nH]c2=O)cc1,-15,-1,3,-16,1.4,-3,6,0,7
Cc1ccc(S(=O)(=O)c2nc(-c3ccc(F)cc3)oc2N2CCOCC2)cc1,5,-7,2,0,-1.0,5,-2,-1,1
COc1cccc(S(=O)(=O)NCc2ccc(C(=O)N3CCN(C)CC3)cc2)c1,-14,-8,1,-4,2.6,·,7,-2,16

# Compound profiles, from the list above:
# Cc1ccc(C(=O)OCc2cc3ccccc3[nH]c2=O)cc1 is listed with CHRM5 antagonist = -15; CHRM4 antagonist = -1; M4 ag = 3; CRFR2-BP antag = -16; CRFBP-R2 agonist = 1.4; IDE inh = -3; CHRM4 PAM = 6; M5 ag = 0; M5 PAM = 7
# CN(C)c1ccc(/C=N/n2cnn(Cc3ccccc3Cl)c2=S)cc1 is listed with CHRM5 antagonist = -1; CHRM4 antagonist = -10; M4 ag = 2; CRFR2-BP antag = 14; CRFBP-R2 agonist = -0.5; IDE inh = 0; CHRM4 PAM = 20; M5 ag = -1; M5 PAM = 6
# CCOC(=O)c1sc(NC(=O)CSc2n[nH]c(-c3ccc(Cl)cc3Cl)n2)c(C#N)c1C is listed with CHRM5 antagonist = 6; CHRM4 antagonist = -8; M4 ag = 0; CRFR2-BP antag = 6; CRFBP-R2 agonist = 18; IDE inh = -1; CHRM4 PAM = 4; M5 ag = -1; M5 PAM = 18

# Continuation.
SMILES,CHRM5 antagonist,CHRM4 antagonist,M4 ag,CRFR2-BP antag,CRFBP-R2 agonist,IDE inh,CHRM4 PAM,M5 ag,M5 PAM
Cc1ccc(N(CC(=O)N=Nc2c(O)[nH]c3ccccc23)S(C)(=O)=O)c(C)c1,1,-3,2,5,-0.1,4,5,-2,2
COc1ccc(N2CCN(C(=O)Cc3ccc(C)cc3)CC2)cc1,-4,-10,0,4,-0.6,2,0,4,-4
O=C(CCC(=O)OCC(=O)c1cccc([N+](=O)[O-])c1)NC1CCCCC1,7,0,13,8,-1.5,8,-8,1,-9
Cc1cc(Br)ccc1NC(=O)CNC(=O)CSc1nccn1C,9,-12,0,-3,0.2,4,4,1,1
Cc1ccc(C2C3=C(CC(C)(C)CC3=O)OC3=C2C(=O)CC(C)(C)C3)cc1,-11,-25,0,-20,-0.9,-1,8,-3,2
Cc1cccc(NC(=O)c2cc3c(=O)n4ccccc4nc3s2)c1,11,4,2,11,1.8,-5,-3,-1,-2
Oc1ccc2ccccc2c1Br,5,-5,1,32,-1.7,3,-2,-1,-10
COc1ccc(NC(=O)Nc2cccc3ccccc23)cc1S(N)(=O)=O,2,1,0,-3,-0.5,1,-8,-2,0
O=C(NC1CCCC1)C1CC(=O)N(CCc2ccccc2)C1 (configuration not stated),3,-12,1,2,2.6,5,1,0,-2
C=CCNC(=O)c1onc(CSc2nc3ccccc3[nH]2)c1C(=O)NCC=C,1,-6,3,-6,-1.3,0,7,5,0
Cc1cc(NC(=O)CSc2nnc(-c3ccco3)n2C)no1,-1,-4,1,-1,0.7,-1,-2,1,-1
Cc1ccc(NC(=O)C(=O)NCC2CCN(C(=O)c3cccc([N+](=O)[O-])c3)CC2)cc1,7,1,2,23,-0.9,-5,0,6,-1
COc1ccccc1NS(=O)(=O)c1cccc(C(=O)NCC(c2ccc(F)cc2)N2CCOCC2)c1 (configuration not stated),9,-5,3,-4,0.9,-2,2,-3,-4
N#CC1C(=O)NC(=O)C(C#N)C12CCCc1sccc12 (configuration not stated),3,-19,1,-10,4.4,·,6,1,-1
CCOC(=O)C(Cc1c[nH]c2ccccc12)NC(=O)c1ccco1 (configuration not stated),-2,-3,4,-8,-2.6,2,5,0,1
O=C(NCCCCc1ccccc1)c1ccccc1,8,-5,2,10,1.0,0,5,-2,-1
COc1ccc(S(=O)(=O)N2CCCCC2)cc1NC(=O)c1ccco1,18,-9,1,-13,-0.8,4,11,-6,-4
Cc1nc2sc(-c3ccccc3)cc2c(=O)n1-n1cccc1,2,-2,5,-7,-2.2,2,0,3,-7
CCN1C(=O)/C(=C2\SC(=S)N(NC(=O)c3cccnc3)C2=O)c2ccccc21,12,-3,4,4,-2.5,3,1,2,-7
CC(C)(C)NC(=O)C(c1ccco1)N(Cc1ccc(F)cc1)C(=O)c1snc(C(N)=O)c1N (configuration not stated),4,9,2,-16,0.5,5,-4,-4,-4
CCC(C)C(=O)Nc1cc(Cl)ccc1C(=O)O (configuration not stated),-3,6,0,17,2.0,4,-2,-2,-2
Cc1ccc(S(=O)(=O)c2nc(Nc3ccccc3C#N)sc2Cl)cc1,4,3,3,-24,-2.3,-2,1,-2,-6
COC(=O)c1cn(NC(=O)Cn2nc([N+](=O)[O-])c(Cl)c2C)c(=O)c2ccccc12,1,2,0,9,-0.1,-1,1,-1,-3
COc1ccc(C2CC(c3ccccc3)=NN2c2ccccc2)c(C(=O)O)c1OC (configuration not stated),6,-1,0,4,-1.2,-3,1,0,-6
CSCCC(NC(=O)C1CCC(C)CC1)C(=O)OCC(=O)c1ccc(Cl)cc1 (configuration not stated),16,11,0,-14,7.7,0,6,-1,-5
COc1ccc(CN2C(=O)C(CC(=O)NC3CCCCC3)CC(C(=O)N3CCOCC3)=C2C)cc1 (configuration not stated),8,-14,1,-23,1.3,·,0,1,1
CCCOC(=O)C1=C(C)NC(=O)NC1c1cc2c(cc1Br)OCO2 (configuration not stated),-6,-14,-1,-15,-5.1,0,6,-5,9
CCN1CCN(C(=O)CN(C)S(=O)(=O)c2ccc3ccccc3c2)CC1,-13,2,5,-31,2.9,6,-2,-3,0
CC1=C(C#N)C(c2cccnc2)C2=C(CC(c3ccc(Cl)cc3)CC2=O)N1 (configuration not stated),-7,-7,2,-20,-2.2,3,13,-1,-1
O=C(Nc1ccccc1)Nc1nnc(-c2ccccc2)o1,1,-7,-1,-14,-0.8,1,16,-9,11

# As entered above:
# Entry for `CCN1CCN(C(=O)CN(C)S(=O)(=O)c2ccc3ccccc3c2)CC1` under CHRM4 antagonist: 2
# Entry for `Cc1ccc(S(=O)(=O)c2nc(Nc3ccccc3C#N)sc2Cl)cc1` under CHRM4 antagonist: 3

# Continued:
SMILES,CHRM5 antagonist,CHRM4 antagonist,M4 ag,CRFR2-BP antag,CRFBP-R2 agonist,IDE inh,CHRM4 PAM,M5 ag,M5 PAM
O=[N+]([O-])c1c(NCCCO)cc(N2CCCCCC2)c2nonc12,5,-17,2,9,-1.6,5,0,-5,5
Cc1cc(C)c(CN2CCN(CCCn3cnc(C(=O)Nc4ccc(C)c(C)c4)n3)CC2)c(C)c1,0,11,9,-14,2.6,·,-12,1,0
O=C1CCc2cc(S(=O)(=O)Nc3cccc(F)c3)cc3c2N1CC3,2,-3,2,15,-1.7,6,10,-3,1
CCCN(C(=O)CSCC(=O)Nc1cccc(C)c1)c1c(N)n(Cc2ccccc2)c(=O)[nH]c1=O,2,-9,1,6,-0.9,1,0,-2,-1
COc1c(Cl)cc(C(=O)O)cc1Cl,2,-9,2,-3,1.2,-5,9,2,3
COC(=O)c1ccc(-c2noc(CN3CCCC(CNC(C)=O)C3)n2)cc1 (configuration not stated),11,-12,2,2,3.9,-7,11,-2,-2
CC(OC(=O)Cn1[nH]c(=O)c2ccccc2c1=O)C(=O)Nc1cccc(Cl)c1 (configuration not stated),-18,-16,6,-24,1.2,-2,10,0,17
O=C(CSc1nnc(Cn2c(=O)sc3ccccc32)n1CCc1ccccc1)N1CCCC1,3,3,1,10,-0.4,0,-4,0,-7
CC(c1ccccc1)C1CC(=O)N(Cc2ccco2)C1=O (configuration not stated),-1,-2,0,6,-0.3,-4,9,-1,0
CCn1c(SCC(=O)NC2CCCC2)nnc1C(C)NC(=O)c1ccccc1Br (configuration not stated),-1,-17,1,-2,1.1,3,4,-3,8
COc1ccccc1N1CCN(C(=O)CSc2nc3ccccc3nc2N2CCCCC2)CC1,4,20,3,7,-1.8,0,-14,0,-7
